HIF-2a block – HIF-2a reporter inhibitors, primary screen, luminescence, 786-0 RCC cells; AID 624352, 2012; 786-0 RCC cells HIF-2a reporter, luciferase luminescence, overnight; 360,000 compounds, 0.72% hits; inhibition, % at 18.8 µM;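 active = inhibition of the luminescence signal of 40% or more relative to plate controls, in a single-dose primary screen at 18.75 µM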
CF NFkB block – inhibitors of PAF-induced NF-kB signaling, primary screen, cell-based, GFP fluorescence, uHTS; inhibition, % at 5 µM; 360,000 compounds, 0.86% hits; KKLEB NF-kB-GFP reporter, GFP fluorescence overnight; AID 588850, 2011;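 active = at least 50% inhibition at 5 µM, scaled per plate between neutral and stimulator controls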;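 note: PAF is a Pseudomonas aeruginosa culture filtrate used as stimulus; plate controls were PAF-stimulated DMSO wells for no effect and unstimulated DMSO wells for full effect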
TRPM1 prom inh – inhibitors of MITF-dependent TRPM1 promoter reporter, primary screen, cell-based, SK-MEL-5, single point, luciferase | inhibition, % at 12.5 µM | SK-MEL-5 TRPM1 promoter luciferase, 24 h | 330,000 compounds, 0.83% hits;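 active = mean inhibition across replicates of 60% or more, whatever share of single replicates reaches that level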; note: values of inactives mirror those of a sister screen read the other way
LMP1 NFkB inh – EBV LMP1-driven NF-kappaB luciferase reporter inhibitors, primary screen, cell-based, luminescence, single point; inhibition, % at 12.5 µM; AID 504558, 2011; LMP1-induced NF-kappaB luciferase reporter cells; 350,000 compounds, 0.69% hits; in the data active = inhibition above about 41%;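 note: 0% = neutral control wells and 100% = reference inhibitor control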
NR2E3 ag-1 – NR2E3 agonists in two-hybrid cells, primary screen, cell-based, luminescence, CHO-S, Gal4-NCOR/VP16-NR2E3. inhibition of corepressor binding, % at 3.98 µM. Photoreceptor-specific nuclear receptor (Homo sapiens), Q9Y5X4. luciferase. AID 602229, 2012. 360,000 compounds, 0.35% hits;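 active = inhibition above the mean of all tested compounds plus 3 SD, cut at about 70% in these data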;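 note: 0% = DMSO with NR2E3 transfected cells and 100% = cells lacking NR2E3 construct; higher means lower luciferase signal from less NR2E3 corepressor binding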
Target sequence (Q9Y5X4 whole entry, looked up, the tested form may be a part): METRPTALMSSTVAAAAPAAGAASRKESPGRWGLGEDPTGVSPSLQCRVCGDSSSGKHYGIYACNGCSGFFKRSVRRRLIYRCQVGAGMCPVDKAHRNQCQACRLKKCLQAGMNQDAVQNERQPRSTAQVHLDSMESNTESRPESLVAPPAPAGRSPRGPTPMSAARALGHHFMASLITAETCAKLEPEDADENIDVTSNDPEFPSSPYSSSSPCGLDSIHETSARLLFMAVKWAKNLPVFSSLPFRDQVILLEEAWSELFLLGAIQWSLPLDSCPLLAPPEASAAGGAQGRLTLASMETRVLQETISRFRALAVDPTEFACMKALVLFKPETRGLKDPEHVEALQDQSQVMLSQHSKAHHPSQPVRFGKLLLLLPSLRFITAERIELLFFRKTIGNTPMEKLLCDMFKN
Peg3 promoter – Peg3 promoter-driven luciferase inhibitors, primary screen, cell-based, HeLa, luciferase luminescence; HeLa PEG-Prom luciferase reporter, overnight; inhibition, % at 20 µM; 360,000 compounds, 1.7% hits; AID 588405, 2011;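 active = inhibition of at least 50% at 20 µM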
KKLEB cytotox – cytotoxicity in KKLEB CF airway cells, primary screen, cytotoxicity control for CF NF-kB inhibitor project, cell-based, uHTS, fluorescence assay plates. KKLEB CF airway cells viability, ATPlite luminescence, overnight; active compounds read low; cells stimulated with P. aeruginosa culture filtrate. activity change (cytotoxicity), % at 5 µM. 360,000 compounds, 0.36% hits;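 active = corrected activity change at or below -50% at 5 µM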
iPSC survival up – enhancers of single-cell hiPSC survival, primary screen, ATPlite luminescence. 100% = ROCK inhibitor wells, 0% = DMSO. survival enhancement, % at 20 µM. 360,000 compounds, 0.044% hits; in the data active = survival enhancement above about 18%;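 note: cells exposed to compounds for 16 hours before the ATP read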
NR2E3 ag-2 – inhibitors of NR2E3-RetCOR corepressor binding, primary screen, NR2E3 agonist project, biochemical, TR-FRET, GST-NR2E3, biotin-RetCOR | 1536-well | 320,000 compounds, 0.12% hits | inhibition of corepressor binding, % at 4.78 µM | AID 2300, 2010 | Photoreceptor-specific nuclear receptor (Homo sapiens), Q9Y5X4;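 active = percent inhibition above the cutoff of mean plus 3 SD of all tested compounds, set per screening campaign, cut at about 20% in these data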;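 note: 0% = DMSO wells and 100% = biotin wells as full block of FRET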
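system = GST-tagged NR2E3 plus biotinylated RetCOR corepressor | input = 1.35 nM GST-NR2E3 | also added = 7 nM biotin-RetCOR | schedule = 5 h incubation at 4 °C | measured by = TR-FRET with europium anti-GST and streptavidin-D2, 340 nm excitation | read-out = percent loss of FRET ratio relative to control wells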
Shn3 3UTR inh – reduction of Shn3 3'UTR firefly luciferase signal, primary screen, Schnurri-3 inhibitor project, cell-based, Clone20 osteoblasts, set 2. Clone20 osteoblast Shn3 3'UTR firefly luciferase, 24 h. inhibition, % at 12.5 µM. 360,000 compounds, 0.52% hits. AID 588674, 2011;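 active = mean inhibition of at least 75% with every replicate also reaching 75%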;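 note: 0% = median of neutral control wells and 100% = pilot-screen positive control compound; some compounds past the cut are filed as inactive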
C8 TRAIL sens – viability loss with TRAIL in NB7+C8 cells, primary screen, TRAIL sensitizer project, cell-based, ATPlite luminescence; inhibition (viability loss, TRAIL sensitization), % at 10 µM; 360,000 compounds, 1% hits; AID 624354, 2012;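 active = compounds causing at least 50% loss of cell viability in the single-dose screen, relative to plate controls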
* = called active by the depositor; . = no result given. A portion of the library; count on the stated rates, not on these rows.

SMILES	HIF-2a block	CF NFkB block	TRPM1 prom inh	LMP1 NFkB inh	NR2E3 ag-1	Peg3 promoter	KKLEB cytotox	iPSC survival up	NR2E3 ag-2	Shn3 3UTR inh	C8 TRAIL sens
Cc1nc2c(-c3ccc(F)cc3)c(C)nn2c(C)c1CCC(=O)Nc1ccccc1F	9	5	-4	3	-6	17	-1	-0.7	0	18	11
Cc1ncc(C[n+]2csc(CCOC(=O)CC34CC5CC(CC(C5)C3)C4)c2C)c(N)n1	5	13	-10	-2	0	-7	8	2.4	2	-12	-6
O=C1C(=O)N(O)C2CCCCC2N1O (stereo not given)	16	-27	2	2	13	14	12	-1.6	0	5	-6
COc1ccccc1CNC(=O)CSc1ccc(-c2cccs2)nn1	-11	4	15	-7	3	-4	17	1.5	-3	4	4
Cc1nc2ccc(Cl)cc2c(-c2ccccc2)c1C(=O)N(C)C	11	0	-7	-2	-3	21	-8	0.1	0	1	-6
CN(C(=O)c1ccnn1C)C1CCCN(Cc2ccccc2F)C1 (stereo not given)	12	6	-9	-6	-6	0	-8	-0.4	.	13	-19
O=C(NC(c1ccc(F)cc1)c1ccc2ccccc2n1)C1CCN(CCOc2ccc(Cl)cc2Cl)CC1 (stereo not given)	-5	1	.	.	6	31	-3	-0.7	.	1	8
COc1ccccc1NC(=S)N1CC(C)OC(C)C1 (stereo not given)	13	0	-3	4	16	-10	5	-1.6	0	-8	-4
Cc1ccc(C(C)C)c(OCc2ccc(-c3nnco3)cc2)c1	69*	15	-2	0	-59	-48	2	0.0	4	24	1
COc1cccc(CNC(=O)COC(=O)c2cccc(S(=O)(=O)N3CCCC3)c2)c1	9	8	3	0	15	6	-1	-0.3	.	8	-2
Cc1ccc2nc(/C(C#N)=C/c3ccc(O)c(O)c3)[nH]c2c1	-263	-11	-38	6	-34	-84	10	-0.4	-1	-40	7
C/C=C/c1ccc(OCC(O)CN2CCCCC2CC)c(OC)c1 (stereo not given)	-2	-7	11	-2	-11	-9	-11	-0.5	1	16	2
Cc1nnsc1SCCNC(=O)c1ccc(F)cc1	-1	13	2	4	-14	-6	-5	-2.5	-4	-19	-1
Cc1ccc(S(=O)(=O)[N-]c2nc3ccccc3nc2-n2cc[n+](CCC(C)C)c2)cc1	-17	18	1	-19	-7	15	2	-1.3	1	18	3
CCOc1ccccc1N1CCN(C(=O)c2cc(-c3cc(OC)ccc3OC)nc3ccccc23)CC1	12	65*	-5	6	11	44	-6	0.1	-1	6	33
O=C(Nc1ccc2c(c1)nc1n2CCOC1)c1ccco1	-98	-16	-25	-8	-83	-133	1	-3.7	2	-11	44
Cc1ccc(C)c(NC(=O)COC(=O)CCNC(=O)c2ccco2)c1	16	-4	3	-6	-23	13	-3	-0.3	0	3	-7
Cc1nc(-c2ccccc2)sc1C(=O)Nc1ccccc1F	-124	-2	-21	4	-96	-119	-5	-0.5	-4	-10	-5
O=S(=O)(Nc1nc2ccccc2nc1Cl)c1cccc(C(F)(F)F)c1	-1	19	13	10	-15	17	-15	-0.7	13	-31	6
O=C(CCCSc1nc2ccccc2[nH]1)NCc1ccccc1	15	-8	6	-6	-4	0	4	-0.7	-2	10	-9
COc1ccc(C(CNC(=O)C(C)c2ccc3cc(OC)ccc3c2)N(C)C)cc1 (stereo not given)	-23	-2	-15	1	-11	-30	-7	0.2	0	1	3
O=C(O)CSCCc1ccccn1	-2	10	6	-3	-20	20	-1	-1.7	-2	-10	1
COCCn1c(=O)[nH]c(=O)c2c1nc(-c1cc(Br)c3c(c1)OCO3)n2Cc1ccccc1	-14	-15	1	12	-25	12	-23	1.3	0	18	-11
Cc1cc(C(=O)N2CCCC(N3CCN(c4ccc(F)cc4)CC3)C2)c(C)o1 (stereo not given)	-7	10	15	9	-1	0	6	-0.6	-1	8	-6
CCC1C(=O)NCCN1C(=O)c1ccc2nc(Cc3cccc(Cl)c3)oc2c1 (stereo not given)	5	-10	-6	-7	-25	0	19	1.0	5	33	-14
COc1ccc(OCC(=O)Nc2ccc(N3CCOCC3)c(Cl)c2)cc1	-7	7	0	7	-26	1	4	-4.6	-2	1	2
CC(C)n1cnc2c(NCc3ccccc3)cc(Cc3ccc(F)cc3)cc21	9	14	-1	-31	9	24	-7	-1.1	0	-11	9
Cc1ccc(NC(=O)Nc2ccc(F)cc2)nc1	-209	1	-82	-29	-88	-237	0	-1.9	0	-49	5
O=C(C(Br)=Cc1ccccc1)c1ccccc1	86*	94*	94*	-28	26	108*	-43	-2.8	.	97*	16
CC(=O)Nc1ccc(NC(=O)COc2ccccc2C(=O)Nc2cccc(Cl)c2Cl)cc1	9	17	40	-4	-20	22	-16	-1.8	.	5	19
O=C(CNC(=O)Cc1ccccc1)NCC(=O)OCC(=O)c1ccccc1Cl	-10	-2	0	9	-10	15	-1	0.8	3	30	6
CC(C)(C)C(=O)Nc1nc2ccc(S(C)(=O)=O)cc2s1	-159	14	-73	-9	-70	-200	-9	-2.3	4	-35	18
COc1ccc(CNC(=O)C2CCN(c3nc(OC)nc(OC)n3)CC2)cc1	-4	1	2	0	12	15	8	2.3	4	11	-3
Cc1ccc(Nc2nc(Cl)nc(N(C)C#N)n2)cc1	16	-14	34	-6	-5	12	-1	5.3	2	16	6
O=C(Cn1cnc2c(nnn2-c2ccc(F)cc2)c1=O)NCc1ccco1	0	14	2	-11	-4	8	-14	-2.6	1	-2	-3
CC(C)c1nnc(NC(=O)CCC(=O)N2CCC(Cc3ccccc3)CC2)s1	16	2	-1	-2	4	3	-5	-0.1	3	-6	9
CCCCN1CCNC[C@H]1Cc1ccc(O)cc1	16	8	-1	4	-11	-5	5	-1.4	0	-6	-14
N#C/C(=C(/O)c1ccccc1F)c1nc2cc(C(F)(F)F)ccc2s1	-190	-16	-3	-15	-99	-55	-8	2.3	0	-53	6
CCC(=O)c1ccc(N2CCN(C(=O)c3ccc(Br)cc3)CC2)c(F)c1	3	-18	2	-1	4	29	6	2.4	2	46	1
O=C1/C(=C\c2ccc(O)cc2)SC(=S)N1/N=C/c1ccc(O)cc1	-39	-2	-10	-3	-4	-31	-11	0.1	-3	10	0
O=C(c1cccnc1)N1CCN(Cc2ccccc2Br)CC1	8	-12	6	-3	-6	5	4	1.0	-3	1	-3
CC(C)(C)c1ccc(C(=O)NCC(=O)OCc2ccc([N+](=O)[O-])cc2)cc1	13	4	3	8	-12	9	1	0.8	0	15	-5
Cc1cccn2c(CN(C)CC3Cc4ccccc4O3)c(C(=O)N3CCCCC3)nc12 (stereo not given)	16	1	20	-2	-13	15	-8	1.0	1	0	6
NS(=O)(=O)c1ccc(NN=C2CCN(Cc3ccccc3)CC2)c([N+](=O)[O-])c1	2	-3	-6	3	-3	7	6	0.5	0	22	-20
COc1ccc(S(=O)(=O)N2CCOCC2)cc1C(=O)N(C)Cc1ccccc1F	-1	13	.	32	-3	6	-1	0.3	2	11	1
Cc1cccn2c(=O)c3cc(C#N)c(=N)n(CCCN4CCOCC4)c3nc12	2	-43	-5	1	-5	1	13	3.3	1	-2	-8
COc1c(Cl)ccc(Cl)c1C(=O)NC(=S)N1CCOCC1	6	22	7	2	-3	-6	-26	1.4	-3	-7	1
O=C(CCSc1ccccn1)Nc1ccc(Br)cc1	-277	10	-61	-18	19	-300	-12	-1.1	2	-53	17
N#Cc1ncc(Cl)c2ccccc12	15	0	-5	1	1	-9	1	-0.5	4	23	-4
Cc1ccc(C(=O)O/N=C(\N)c2nonc2N)cc1	-83	-6	-25	-25	-30	-149	14	-0.9	-2	-12	-4

Reformatted with bars between the fields: 3 of the compounds above.
Compound | HIF-2a block | CF NFkB block | TRPM1 prom inh | LMP1 NFkB inh | NR2E3 ag-1 | Peg3 promoter | KKLEB cytotox | iPSC survival up | NR2E3 ag-2 | Shn3 3UTR inh | C8 TRAIL sens
NS(=O)(=O)c1ccc(NN=C2CCN(Cc3ccccc3)CC2)c([N+](=O)[O-])c1 | 2 | -3 | -6 | 3 | -3 | 7 | 6 | 0.5 | 0 | 22 | -20
COc1ccc(S(=O)(=O)N2CCOCC2)cc1C(=O)N(C)Cc1ccccc1F | -1 | 13 | . | 32 | -3 | 6 | -1 | 0.3 | 2 | 11 | 1
Cc1cccn2c(=O)c3cc(C#N)c(=N)n(CCCN4CCOCC4)c3nc12 | 2 | -43 | -5 | 1 | -5 | 1 | 13 | 3.3 | 1 | -2 | -8

(list continues)
SMILES	HIF-2a block	CF NFkB block	TRPM1 prom inh	LMP1 NFkB inh	NR2E3 ag-1	Peg3 promoter	KKLEB cytotox	iPSC survival up	NR2E3 ag-2	Shn3 3UTR inh	C8 TRAIL sens
CCN(CC)c1nc(Nc2ccc(Cl)cc2)nc(OCC#N)n1	14	24	2	38	-2	12	-6	5.4	0	-12	-10
CC(=NCCN1CCNCC1)C1=C(O)CC(C)(C)CC1=O	17	-1	7	-2	-3	5	0	3.6	2	-7	4
CCOC(=O)C(C)Sc1nnc2n1C(C)(C)Cc1ccccc1-2 (stereo not given)	-3	-17	1	-1	13	8	7	-2.6	3	-11	10
CCOC(=O)c1ccc(NC(=O)Oc2ccccc2)cc1	0	-1	4	-4	-2	3	5	0.2	0	4	2
NC(=O)c1nsc(C(=O)N(CC(=O)NC2CCCC2)c2cccc(C(F)(F)F)c2)c1N	6	-2	-2	2	-8	1	6	-0.4	-1	4	10
O=C(Nc1nc2c(F)c(F)c(F)cc2s1)c1ccco1	-278	-28	-81	-19	-94	-365	8	-0.4	-4	-55	5
COc1ccc2[nH]c(=O)c(C(c3nnnn3C3CCCC3)N(C)C3CCCCC3)cc2c1 (stereo not given)	1	-10	0	-6	-9	6	21	1.4	4	7	-13
OC(c1ccc(Cl)c(Cl)c1)c1ncc(-c2ccc(C(F)(F)F)cc2)[nH]1 (stereo not given)	7	17	.	.	-2	44	-16	-0.6	.	55	3
COc1ccccc1OCC(=O)N1CCCC(Nc2cccc(F)c2)C1 (stereo not given)	3	-4	1	5	-28	-1	-8	-0.5	-1	-8	17
COc1cc(C(=O)Nc2cccc(C(C)=O)c2)cc(OC)c1OC	10	-24	.	-1	0	8	-2	2.8	-1	0	-4
CC(c1cccnc1)N(C(=O)Nc1ccccc1)C1CCCCC1 (stereo not given)	-2	-35	-7	-5	19	7	11	-0.7	3	5	-5
CO/N=C/c1ccc(Oc2ccc([N+](=O)[O-])cc2[N+](=O)[O-])c(OC)c1	-3	-8	6	10	-26	-2	-10	1.5	-2	16	14
O=C(CSc1ccc(-c2ccccc2)nn1)NCc1ccco1	-4	4	4	-3	-7	2	0	-0.9	-1	17	-5
